# Screens deposited in PubChem by several laboratories.
# Kir21 block = inhibitors of mouse Kir2.1 inward-rectifier potassium channel | Inward rectifier potassium channel 2 (Mus musculus), P35561 | HEK293-Kir2.1, FluxOR thallium flux fluorescence; hits give low values | B-score at 10 µM | 310,000 tested, 0.85% active;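 active = fluorescence ratio B-score at or below minus 3 SD of library scores, with starting-brightness B-score within 2 SD, cut at about -4.2 in these data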;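 note: channel flux triggered by added potassium and thallium sulfate stimulus; B-score of peak minus minimum fluorescence over baseline after thallium stimulus; more negative B-score means stronger Kir2.1 block with less thallium influx; some compounds called inactive have numbers as strong as hits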
# Target sequence (P35561 whole entry, looked up): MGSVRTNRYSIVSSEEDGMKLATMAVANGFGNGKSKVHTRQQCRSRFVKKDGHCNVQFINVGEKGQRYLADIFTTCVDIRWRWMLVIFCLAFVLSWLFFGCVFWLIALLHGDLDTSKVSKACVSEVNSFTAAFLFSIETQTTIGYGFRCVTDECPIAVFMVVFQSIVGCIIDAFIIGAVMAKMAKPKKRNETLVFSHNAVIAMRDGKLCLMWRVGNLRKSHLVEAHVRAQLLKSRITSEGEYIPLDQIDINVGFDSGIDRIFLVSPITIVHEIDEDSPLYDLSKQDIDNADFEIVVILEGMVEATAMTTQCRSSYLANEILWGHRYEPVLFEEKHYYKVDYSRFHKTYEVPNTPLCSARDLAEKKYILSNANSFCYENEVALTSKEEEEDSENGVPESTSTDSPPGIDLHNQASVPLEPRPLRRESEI
# STK33 inh = inhibitors of purified STK33 kinase, primary screen, biochemical, ADP-Glo luminescence, homogeneous, cell-free; Serine/threonine-protein kinase 33 (Homo sapiens), Q9BYT3; MBP phosphorylation; inhibition, % at 10 µM; 320,000 tested, 0.073% active; AID 2661, 2010;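 active = inhibition at or above 25%, using the most active replicate where run in duplicate; inactive = inhibition below 25%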
# Target sequence (Q9BYT3 whole entry, looked up): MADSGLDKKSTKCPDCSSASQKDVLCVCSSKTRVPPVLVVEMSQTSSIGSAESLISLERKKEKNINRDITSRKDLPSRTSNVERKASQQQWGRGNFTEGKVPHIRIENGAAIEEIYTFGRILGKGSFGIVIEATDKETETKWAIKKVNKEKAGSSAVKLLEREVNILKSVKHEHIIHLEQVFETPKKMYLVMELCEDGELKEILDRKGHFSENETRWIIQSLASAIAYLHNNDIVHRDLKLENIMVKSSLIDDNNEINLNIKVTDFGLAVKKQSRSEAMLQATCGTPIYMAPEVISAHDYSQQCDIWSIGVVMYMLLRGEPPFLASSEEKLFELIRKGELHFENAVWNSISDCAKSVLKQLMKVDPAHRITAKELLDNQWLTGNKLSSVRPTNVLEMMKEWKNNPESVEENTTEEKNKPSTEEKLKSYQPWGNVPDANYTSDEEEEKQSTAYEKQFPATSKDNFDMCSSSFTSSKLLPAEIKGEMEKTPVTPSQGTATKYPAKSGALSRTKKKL
# The depositor's hits bear a star; nt = not tested or not shown.
SMILES,Kir21 block,STK33 inh
O=C(C(Cl)c1ccccc1)N1CCCC1 (stereo not given),1.8,-0.3
O=C(Cc1ccccc1Cl)N1CCOCC1,0.94,-1.3
CC1CC(N(C(=O)c2ccc(Cl)cc2)c2ccccc2)c2ccccc2N1C(=O)c1ccco1 (stereo not given),-0.02,-0.4
CCc1ccc(N2CC(C(=O)NC3=NCCS3)CC2=O)cc1 (stereo not given),2,-3.0
CCCCCCCNC(=O)C1(CC2CC(c3ccc(Cl)cc3)=NO2)CCN(C(=O)c2ccccc2)CC1 (stereo not given),-1.8,-1.2
CCCCn1cnc2c1c(=O)[nH]c(=O)n2CCCC,1.2,2.6
O=C(O)c1cc(S(=O)(=O)N2CCCCCC2)c(Cl)cc1Cl,-0.4,-0.7
CN(C)C(=S)Nn1c(-c2ccccc2)nc2ccccc2c1=O,-0.77,-1.6
CCCn1c(CN2CCN(C(=O)OCC)CC2)nc2cc(NC(=O)CC)ccc21,0.53,-3.0
Cc1ccc2oc(=O)c3cc(C(=O)NCCCN4CC(C)CC(C)C4)sc3c2c1 (stereo not given),-0.04,-1.4
O=C(Nc1cnn(Cc2ccc(F)cc2)c1)c1cc(-c2ccco2)on1,-1.7,-2.2
CCS(=O)(=O)N1CCN(C(=O)c2ccco2)CC1,0.15,11
Cn1ccnc1SCc1cn2ccccc2n1,0.62,-0.1
CC(C)(C)C(=O)Cn1ncc(NC2CC2)c(Br)c1=O,-0.03,-7.4
COc1cc(C)c(C(=O)Oc2cc(C)c(C(=O)O)c(O)c2C)c(OC)c1C,-0.02,0.2
CCc1c(C)nc2c(-c3ccccc3)c[nH]n2c1=O,0,-2.6
CC(=O)c1ccc(N2CCN(C(=S)Nc3ccccc3)CC2)cc1,-1.2,-0.8
Cc1nc(C(C)NC(=O)CCc2nnc(Cc3c[nH]c4ccccc34)o2)cs1 (stereo not given),-0.98,0.3
CCCCc1ccc(CC(=O)O)cc1,0.69,-1.2
COc1ccc(C(C(=O)OC(C)CN(C)C)c2ccccc2)cc1 (stereo not given),-2.3,-0.5
CCN(CC)CCN1C(=O)C(=O)/C(=C(/O)c2ccccc2)C1c1ccccc1F (stereo not given),0.04,-1.3
Cc1ccc(N2C(=O)Nc3ccc(Br)cc3C2(O)C(=O)NCCN(C)C)cc1C (stereo not given),-2.3,-0.8
CC1(OCON)CCCc2ccccc21 (stereo not given),-1.5,7.1
O=S(=O)(c1cc(C(F)(F)F)ccc1Cl)N1CCN(c2ccccn2)CC1,-0.29,-0.1
COc1ccc(S(=O)(=O)N2CCCCCC2)cc1C(=O)OCC(=O)NC(N)=O,0.24,-0.1
CCNc1cc2oc(=O)c(CN3CCOCC3)c(C)c2cc1C,nt,-1.9
CCCOc1ccc(C(=O)Nc2nc(C)c(Cc3ccc4c(c3)OCO4)s2)cc1,-0.14,0.3
Cc1cc(-c2ccco2)n(CC(=O)NCc2ccco2)n1,0.76,-0.5
O=C(Nc1ccc(S(=O)(=O)NCC2CCCO2)cc1)c1ccc(Cl)cc1[N+](=O)[O-] (stereo not given),-0.59,-2.1
COC(=O)[C@@]12CCCCN1[C@H](c1ccc(-c3ccc(F)cc3)c(OC)c1)[C@@H]1C(=O)N(C)C(=O)[C@@H]12,nt,0.1
O=C(COC(=O)c1ccc(Cl)s1)c1cc2ccccc2o1,-1.8,-1.1
COc1ccc(NC(=O)c2cc(-c3cc(C)c(C)cc3O)n[nH]2)c(OC)c1,1.2,0.3
CC(=O)c1c(C)[nH]c(C(=O)CN2C(=O)NC(C)(c3ccc4c(c3)OCCO4)C2=O)c1C (stereo not given),-0.25,nt
O=C(CNC(=O)c1ccccc1)NCC1COc2ccccc2O1 (stereo not given),-0.01,5.9
CCOC(=O)[C@@H]1[C@H]2COc3ccc(Br)cc3[C@@H]2N2C(=O)N(c3ccccc3)C(=O)[C@]12C,-0.76,-0.5
O=C1CC(c2cccc(Br)c2)C2=C(CCCC2=O)N1 (stereo not given),-2,-1.0
O=c1[nH]nc(SCc2ccccc2)c(=O)[nH]1,0.03,-0.7
Nc1ccccc1SC(C[N+](=O)[O-])c1ccccc1 (stereo not given),-7.5*,0.2
Cc1c(CC(=O)NCCCC(=O)O)c(=O)oc2cc3occ(-c4ccccc4)c3cc12,0.27,-0.7
CC(NC(=O)c1cc2ccccc2o1)c1cccs1 (stereo not given),1.1,-1.1
Cc1cc(NC(=O)c2cc3cccc([N+](=O)[O-])c3[nH]2)ccc1F,0.05,1.6
Cc1ccc2nc3c(cc2c1)c(NC(=O)C1CCCO1)nn3CC(C)C (stereo not given),0.98,-0.5
CC(C)NC(=O)C1CCCN(S(=O)(=O)c2ccc(-n3cnnn3)cc2)C1 (stereo not given),0.07,-0.9
CC(C)CNC(=O)COC(=O)C1c2ccccc2Oc2ccccc21,-1.2,-0.5
CCc1ccc(/C=C/C(=O)c2c(C)cc(C)[nH]c2=O)cc1,-1.7,0.7
COc1cc2nc(N(C)CCCNC(=O)C3CCCO3)nc(N)c2cc1OC (stereo not given),0.68,-1.5
CCCCn1c(=O)[nH]c(=O)c2c1nc(COC(=O)c1c(C)noc1C)n2CCC,0.23,-1.0
O=C(NC1CC2CCCC(C1)N2C(=O)Nc1ccccc1)C1CC1 (stereo not given),0.44,-0.9
COc1ccc(N2CCN(c3ncnc4scc(-c5ccc(C)cc5)c34)CC2)cc1,1.6,-1.1
CCOc1cccc(CNCCCSc2ncccn2)c1,0.12,0.8
Cc1nnc(SCC(=O)c2c[nH]c3ccccc23)n1C1CC1,nt,0.5
Cc1ccc(/C=N/NC(=O)CNC(=O)c2cccs2)o1,-5.5*,-0.4
COC(=O)c1ccc(N(CC(=O)NCC2CCCO2)C(=O)CCC(=O)Nc2cc(C)on2)cc1 (stereo not given),1.1,-2.6
COc1ccc(N(C)S(=O)(=O)c2cccc(C(=O)NCC(c3cccs3)N(C)C)c2)cc1 (stereo not given),-0.18,-2.2
CC(=O)Oc1ccc(C(=O)NCCc2ccccc2)cc1,-0.05,0.2
COc1ccc(COc2cc(-c3cccc(OC)c3)nc3ccc(NC(=O)c4ccc(C)cc4)cc23)cc1,-0.08,0.1
Nc1ccn(CC(=O)NCCNc2ccc([N+](=O)[O-])cn2)c(=O)n1,nt,-0.5
Cc1cccc(-n2c(-c3csc4ccccc34)n[nH]c2=S)c1,-0.3,-0.7
Cc1ccn2c(C(=O)N/N=C\c3cccs3)c(C)nc2c1,0.6,0.1
Cn1c(=O)[nH]c(=O)c2c1nc(CN1CCN(c3ccc(F)cc3)CC1)n2CCc1ccccc1,1.2,-1.0

# Record cards, from the list above. Values in the order: Kir21 block, STK33 inh
# Record of `COC(=O)c1ccc(N(CC(=O)NCC2CCCO2)C(=O)CCC(=O)Nc2cc(C)on2)cc1` (stereo not given) = 1.1, -2.6
# Record of `Cc1ccc(/C=N/NC(=O)CNC(=O)c2cccs2)o1` = -5.5*, -0.4
# Record of `CCc1ccc(/C=C/C(=O)c2c(C)cc(C)[nH]c2=O)cc1` = -1.7, 0.7
# Record of `COc1ccc(N(C)S(=O)(=O)c2cccc(C(=O)NCC(c3cccs3)N(C)C)c2)cc1` (stereo not given) = -0.18, -2.2
# Record of `Cn1c(=O)[nH]c(=O)c2c1nc(CN1CCN(c3ccc(F)cc3)CC1)n2CCc1ccccc1` = 1.2, -1.0

# As entered above:
# COC(=O)c1ccc(N(CC(=O)NCC2CCCO2)C(=O)CCC(=O)Nc2cc(C)on2)cc1 (stereo not given) in STK33 inh shows -2.6
# CC(C)NC(=O)C1CCCN(S(=O)(=O)c2ccc(-n3cnnn3)cc2)C1 (stereo not given) in STK33 inh shows -0.9

# Ordered by number of heavy atoms (smallest number first): some entries from above
SMILES,Kir21 block,STK33 inh
CCc1ccc(/C=C/C(=O)c2c(C)cc(C)[nH]c2=O)cc1,-1.7,0.7
O=C(NC1CC2CCCC(C1)N2C(=O)Nc1ccccc1)C1CC1 (stereo not given),0.44,-0.9
COc1ccc(N2CCN(c3ncnc4scc(-c5ccc(C)cc5)c34)CC2)cc1,1.6,-1.1

# Additional compounds follow.
SMILES,Kir21 block,STK33 inh
CC(C)C(C)NC(=O)COC(=O)C1CCN(S(=O)(=O)c2ccc3c(c2)OCCO3)CC1 (stereo not given),-0.9,0.4
COc1ccc(C/C(O)=C(\C#N)c2nc3ccccc3s2)cc1,0.69,-1.9
O=C1c2ccccc2C(=O)N1n1cccc1,1.1,-1.1
O=C(CN1CCN(Cc2ccccc2Cl)C1=O)NCC1CCCO1 (stereo not given),-1.7,-1.4
COc1ccc(-n2cccc2/C=C2\C(=N)N3N=C(c4ccco4)SC3=NC2=O)cc1,0.65,-0.7
Cc1cc(C)c(Cn2c3ccccc3c3cnn(CC(=O)NCCN4CCOCC4)c(=O)c32)c(C)c1,0.85,0.0
O=C(Cc1ccc(Cl)cc1)N1CCOCC1,0.57,0.4
Cc1csc(NC(=O)C2COc3ccccc3O2)n1 (stereo not given),-0.85,-15
COc1cccc(C2=CC(c3cccc(OC)c3OC)n3nnnc3N2)c1 (stereo not given),-0.63,-0.4
COc1cccc(C(C(=O)NC2CCCCC2)N(Cc2ccco2)C(=O)c2ccccn2)c1 (stereo not given),-0.09,-0.7
O=C(O)CC(SCC(=O)Nc1ccc(Br)cc1)C(=O)O (stereo not given),-0.74,-0.5
CC(=O)NC1C(=O)N=C(SCC(=O)NCc2ccccc2)NC1=O (stereo not given),1.4,-1.4
N#CCCn1nnc(-c2ccccc2F)n1,-0.71,0.0
COC(=O)C[C@H]1c2cc(C(F)(F)F)ccc2S(=O)(=O)N1C1CCCC1,-0.32,-0.7
CCOC(=O)N1CCN(C(=O)/C(=C/c2ccc(Br)cc2)NC(=O)c2ccc(OC)cc2)CC1,2.1,-0.2
Cc1ccc(C(CCN(Cc2ccccc2)C(=O)c2ccco2)c2ccco2)cc1 (stereo not given),0.33,-0.3
CCOC(=O)c1sc(NC(=O)CC(C)c2ccccc2)nc1C (stereo not given),-0.01,-2.8
COc1ccc(Cl)cc1NC(=S)N1CCN(c2ccccn2)CC1,-1.1,-1.9
CC1CCCN(CCCOc2ccc(Cl)cc2Br)C1 (stereo not given),-0.76,-1.3
O=C(NCC(=O)N(Cc1ccco1)C(C(=O)NC1CCCCC1)c1cccnc1)c1ccco1 (stereo not given),-0.69,-2.2
COc1cccc(CNS(=O)(=O)c2c(C)[nH]c(C)c2C(=O)N2CCCC2)c1,-1.4,0.9
Cc1cccc(NC(=S)NNC(=O)c2csc(C)c2)c1,-0.04,-0.4
CCN(CC)CCNC(=O)C(=O)Nc1cc2c3c(c1)CCC(=O)N3CCC2,-1.9,1.3
CCn1c(SCC(=O)Nc2ccccc2F)nnc1-c1ccoc1C,0.07,1.0
Cc1occc1-c1nnc(SCC(=O)c2ccc(Cl)cc2)n1CC1CCCO1 (stereo not given),-0.34,1.8
CC(C)NC(=O)CSc1nnc(COc2ccccc2Cl)o1,-0.86,-0.2
CC1CC2(CCCCC2)Nc2ccc3ccccc3c21 (stereo not given),-0.14,-5.1
COc1ccc(C2(O)CN(c3ccc(C)cc3)C3=[N+]2CCCC3)cc1 (stereo not given),-1.7,-0.5
Cc1ccc(CNCC(O)(c2ccc(F)cc2)c2ccc(F)cc2)cc1,-4.1,-0.8
CCC(CC)C(=O)Nc1nnc(S(=O)(=O)N2CCCc3ccccc32)s1,0,1.2
N#Cc1cccc(S(=O)(=O)N2CCN(c3ccnc4cc(Cl)ccc34)CC2)c1,0.17,-1.3
COc1cc(C2Nc3cc(Cl)c(S(N)(=O)=O)cc3S(=O)(=O)N2)cc(OC)c1OC (stereo not given),-0.15,-1.1
Cc1ccccc1C(=O)N1CCN(S(=O)(=O)c2ccccc2)CC1,0,-3.9
O=C(COC(=O)c1cccc([N+](=O)[O-])c1)NCc1cccs1,0.35,-1.5
COc1cccc(NC(=O)c2cccc(S(=O)(=O)N3CCN(Cc4ccccc4)CC3)c2)c1,0.55,0.2
Cn1ncc([N+](=O)[O-])c1C(=O)NCc1ccccc1,-0.86,0.0
COc1cc(-c2cc(C(=O)N(C)Cc3ccccc3)c3ccccc3n2)cc(OC)c1OC,1.1,-1.7
O=C(Cc1ccc(F)cc1)NCCc1ccccc1,-0.31,-0.5
CC(=O)c1ccc(-c2ccc(C(=O)NCC3CCCO3)o2)cc1 (stereo not given),0.42,nt
Cc1onc(-c2c(Cl)cccc2Cl)c1C(=O)c1c[nH]c(C(=O)NC2CC2)c1,1.4,0.2
O=C(Nc1cccc(S(=O)(=O)N2CCOCC2)c1)c1cc([N+](=O)[O-])ccc1N1CCOCC1,0.14,-0.8
CSC1=NC2(CCCCC2)CC12C=CC(=O)C=C2,-1.2,-0.9
Cc1ccc(Cl)cc1NC(=O)CN1CCOCC1,-0.46,-0.8
O=C(CN1C(=O)NC2(CCCC2)C1=O)N1CCN(S(=O)(=O)c2cc(Cl)ccc2Cl)CC1,nt,-0.5
CC1(C)Cc2c(c(-c3ccccc3)[nH]c(=O)c2C#N)CS1,-1.7,0.7
COCCn1c(SCc2cnc(-c3ccccc3)s2)nnc1-c1ccncc1,-0.46,-1.2
CN(C(=O)C(Cl)Cl)c1ccc(OC(=O)c2ccco2)cc1,-4.7*,-0.3
CC(C)C(=O)N1CCN(c2ccccc2NC(=S)NC(=O)c2ccco2)CC1,0.7,-0.2
O=[N+]([O-])c1ccc(N2CCOCC2)cc1NCCCO,-0.17,0.8
C/C(=N\NC(=O)c1ccccc1O)C1CC1,1.4,0.5
